DTT redox prof: compounds producing H2O2 with reducing agent – biochemical, NIH compound library profiling, artefact control for MLSCN library redox annotation, primary screen; DTT-dependent redox cycling H2O2, phenol red/HRP absorbance; 100% = 100 µM peroxide control, 0% = buffer; activation, % at 10 µM; hit rate 0.03% among 200,000;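 active = activation of at least 50% relative to the plate's high and low controls in the primary single-dose screen; inactive = activation below 50%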;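 note: compound incubated with DTT at 0.8 mM final as the reducing agent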
G6PDH counter: inhibits Leuconostoc G6PDH, flagging false hits in G6PDH-based assays; Purified L. mesenteroides G6PDH, diaphorase/resazurin coupled fluorescence, 45 min; inhibition, % at 5 µM; hit rate 0.12% among 200,000
Hsp70 activator: switches on Hsp70 transcription. HeLa Hsp70 promoter luciferase reporter, luminescence; scaled: vehicle 0, proteasome-inhibitor control 100%. activation, % at 10 µM. hit rate 0.04% among 200,000;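 active = activation above the mean across all tested compounds plus 3 SD, cutoff set per campaign, cut at about 5.5% in these data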;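 note: 100% = MG132 at 30 µM as the positive control and 0% = DMSO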
Diaph inh CS: diaphorase inhibition or chemical oxidation counter-screen | hit rate 0.69% among 190,000 | inhibition, % at 20 µM | diaphorase resazurin-to-resorufin fluorescence, NADH, 16 min; bacterial (C. kluyveri) enzyme, not human;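 active = primary screen inhibition at 20 µM above a set limit, cut at about 50% in these data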;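 note: plate controls were DMSO with full reaction for no effect and wells lacking NADH for full effect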
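Test system: bacterial diaphorase enzyme (C. kluyveri); Quantity: 0.14 U/mL diaphorase, enzyme working solution; Times: reaction incubation of 16 min at room temperature; Measured by: fluorescence of resorufin formed from resazurin, Ex 544/Em 590 nm; Benchmarks: positive control minus NADH, DMSO neutral control.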
RAM network inh: inhibitors of the yeast RAM network; S. cerevisiae dse1pr::URA3 reporter, 5-FOA growth OD615, 2 d; analog-sensitive cbk1-as2 kinase mutant strain; inhibition, % at 50 µM; hit rate 1.8% among 190,000;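 active = inhibition above a set limit, 3 SD over mean compound inhibition, cut at about 8.4% in these data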;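 note: 0% = DMSO-only wells with no growth and 100% = 10 µM 1-NA-PP1 full growth; inhibition rescues growth on 5-FOA so higher OD means more RAM inhibition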
S1P3 antagonist: S1P3 (human) receptor antagonism; Q99500; CHO S1P3 NFAT-BLA reporter, FRET fluorescence, antagonist mode; inhibition, % at 4.98 µM; hit rate 0.27% among 170,000; AID 485;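 active = inhibition above the plate cutoff, the mean inhibition of test wells on that plate plus 3 SD, cut at about 28% in these data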;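 note: cells challenged with S1P at its EC80 of 0.8 µM; blue over green emission ratio from cleaved BLA substrate after 4 h stimulation; 0% = S1P-stimulated wells and 100% = unstimulated DMSO-only wells; some compounds past the cut are filed as inactive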
PMI act: phosphomannose isomerase (human) activation; activation factor at 20 µM; P34949; AID 1214; purified human PMI, coupled resazurin fluorescence, 20 min; hits give high values; 1 = vehicle control, 0 substrate-free wells; hit rate 0.005% among 190,000;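 active = activation factor of 2 or more at 20 µM, relative to plate controls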
TLR4 MyD88 comp: TLR4-MyD88 interaction inhibition in cells | AID 861 | inhibition, % at 8.4 µM | hit rate 0.18% among 200,000 | HeLa CL3-4 TLR4/MyD88 BLA complementation, FRET ratio | O00206+Q99836; in the data active = inhibition above about 25%;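 note: 0% = vehicle and 100% = reference inhibitor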
Target sequence (O00206 whole entry, looked up): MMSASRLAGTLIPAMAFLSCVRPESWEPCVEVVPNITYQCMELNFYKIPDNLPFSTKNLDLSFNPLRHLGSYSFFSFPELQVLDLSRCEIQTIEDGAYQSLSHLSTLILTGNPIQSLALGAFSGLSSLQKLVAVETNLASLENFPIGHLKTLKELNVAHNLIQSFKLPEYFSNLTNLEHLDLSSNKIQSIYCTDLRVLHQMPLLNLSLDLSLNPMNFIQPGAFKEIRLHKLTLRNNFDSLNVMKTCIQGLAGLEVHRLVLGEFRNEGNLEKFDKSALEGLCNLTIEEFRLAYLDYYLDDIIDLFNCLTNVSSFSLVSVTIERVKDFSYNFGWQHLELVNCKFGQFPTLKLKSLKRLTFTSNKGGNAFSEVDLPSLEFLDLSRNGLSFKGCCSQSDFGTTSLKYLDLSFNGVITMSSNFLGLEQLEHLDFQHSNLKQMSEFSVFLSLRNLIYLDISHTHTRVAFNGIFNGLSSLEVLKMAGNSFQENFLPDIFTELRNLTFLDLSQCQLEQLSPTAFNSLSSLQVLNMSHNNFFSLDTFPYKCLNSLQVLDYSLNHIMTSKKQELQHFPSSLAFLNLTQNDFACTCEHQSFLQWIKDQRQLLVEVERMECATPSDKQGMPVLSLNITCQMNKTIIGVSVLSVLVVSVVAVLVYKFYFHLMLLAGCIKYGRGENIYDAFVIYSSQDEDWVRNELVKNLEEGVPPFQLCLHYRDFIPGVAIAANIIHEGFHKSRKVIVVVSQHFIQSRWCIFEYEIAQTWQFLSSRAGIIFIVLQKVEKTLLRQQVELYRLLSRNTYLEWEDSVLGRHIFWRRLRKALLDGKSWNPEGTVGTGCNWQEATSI
Target sequence (Q99836 whole entry, looked up): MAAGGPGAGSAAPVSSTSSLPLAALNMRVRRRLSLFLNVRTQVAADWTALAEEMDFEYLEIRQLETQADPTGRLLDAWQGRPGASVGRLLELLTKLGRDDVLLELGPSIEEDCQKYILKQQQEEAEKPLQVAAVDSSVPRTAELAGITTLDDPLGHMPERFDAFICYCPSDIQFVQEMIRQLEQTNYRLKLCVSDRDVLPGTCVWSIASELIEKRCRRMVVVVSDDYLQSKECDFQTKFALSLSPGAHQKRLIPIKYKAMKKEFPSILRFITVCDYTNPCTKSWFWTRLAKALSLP
L major viab: reduces viability of Leishmania major promastigotes; resazurin fluorescence viability; inhibition, % at 10 µM; hit rate 9% among 200,000;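 note: promastigotes grown with compound for 44 hours at 28 °C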
Diaphorase act: activates diaphorase or chemically reduces, flagging diaphorase assay artifacts; Diaphorase/resazurin coupled assay, resorufin fluorescence, 16 min; hits give high values; 1 = vehicle wells, 0 = NADH-free wells; activation factor at 20 µM; hit rate 0.005% among 190,000; AID 1229;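 active = diaphorase activity raised at least twofold by the compound at 20 µM; inactive = activation factor below 2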
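Assay system: Purified diaphorase enzyme from Clostridium kluyveri | Amount: Enzyme 0.07 U/mL final | Dosing: Compound 20 µM once, DMSO 1% | Timing: 16 min reaction at room temperature | Detection: Fluorescence, excitation 544 nm and emission 590 nm | Evaluation: Higher resorufin formation from activation or reduction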
PMI act satM6P: activators of human phosphomannose isomerase at near-saturating mannose 6-phosphate | P34949 | coupled PMI enzyme assay, resazurin fluorescence, 20 min; hits give high values; 1 = untreated enzyme, 0 = substrate-free blank | activation factor at 20 µM | hit rate 0.34% among 190,000;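 active = activation factor of 2 or more at 20 µM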
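Material: human phosphomannose isomerase with PGI, G6PDH, diaphorase coupling enzymes / Reagent: Man-6-P substrate 1.0 mM / Dosing: single compound dose of 20 µM, 1% DMSO final / Incubation: enzyme reaction with compound 20 min at room temperature / Signal: resorufin fluorescence (Ex 544/Em 590 nm) from resazurin via diaphorase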
* hit, by the source's call; . = no result given. Cut-off read from the data, not from the text of the source, unless noted: active = inhibition above about 50%; inactive = the rest.

SMILES	DTT redox prof	G6PDH counter	Hsp70 activator	Diaph inh CS	RAM network inh	S1P3 antagonist	PMI act	TLR4 MyD88 comp	L major viab	Diaphorase act	PMI act satM6P
COc1ccc2oc(=O)c(-c3csc(Nc4ccc(O)cc4)n3)cc2c1	0.0	9.8	0.0	4.3	0.0	0.4	0.9	14.3	12.8	1	0.8
COC(=O)c1sc(NC(=O)c2cc3c(s2)CCCC3)nc1C	2.1	-40.2	-0.4	21.6	0.8	26.6	0.9	-7.5	35.2	0.8	1
Cc1cc(C(=O)NN=C2CCCCC2)c2ccccc2n1	0.6	-5.7	0.2	14.3	0.6	11.0	0.9	-5.6	-3.3	0.9	1
Cc1ccc(S(=O)(=O)N2CCC(=O)N(C(COCc3ccccc3)Cc3ccccc3)CC2)cc1 (stereo unspecified)	-0.6	16.2	-0.3	20.3	5.1	-31.5	0.9	-8.5	1.4	0.8	0.9
CSc1ncccc1C(=O)OCC(=O)C(C)(C)C	-0.2	10.2	-0.3	6.9	-0.4	-18.4	1.1	-3.6	-8.0	0.9	1
Cc1cc(C)nc(SCC(=O)Nc2ncc(Cc3cccc(Cl)c3Cl)s2)n1	1.7	-13.3	-0.3	9.1	3.0	-17.5	0.8	-6.7	0.2	0.9	0.9
Cn1ccc(C(=O)OCC(=O)Nc2cccc3ccccc23)n1	0.1	2.9	-0.2	7.5	0.5	-9.8	1.1	-7.9	-2.3	0.9	1
Cn1cc(/C=N/NC(=O)c2cccc([N+](=O)[O-])c2)c2ccccc21	0.0	-1.5	-0.1	0.4	1.9	4.2	1	-11.1	-6.0	1	1.1
N#CCCn1ncn(-c2ccccc2)c1=S	-3.6	1.6	0.3	11.7	0.0	-5.5	1	0.1	-3.2	0.9	1
COc1ccc(-c2cc(C(F)(F)F)nc(SCCC(=O)Nc3cc(C)on3)n2)cc1	-2.6	-35.5	-0.3	3.0	2.7	15.2	0.9	-8.1	-4.9	1	0.9
CCOc1cc(/C=C2\SC(=S)N(Nc3ccccc3)C2=O)ccc1O	-6.7	4.1	0.6	19.0	3.1	.	0.8	4.8	19.8	0.8	0.8
O=C1CCC(=O)N1CN(C(=O)c1ccco1)c1ccc(Cl)c(Cl)c1	-0.2	6.0	-0.3	-16.9	-0.5	.	1.2	6.1	-0.8	1.2	1.2
O=C(Nc1cccnc1)c1ccc(S(=O)(=O)c2ccccc2)cc1	0.0	6.9	0.2	2.3	-1.5	-0.5	1.1	-10.4	10.0	1	1.1
Cc1ccc(C(=O)Nc2sc(C(=O)N(C)C)c(C)c2C#N)cc1	-0.2	0.8	-0.3	4.7	0.9	-0.8	1	-22.6	6.1	1	1
O=C(CSc1ccsc1[N+](=O)[O-])N1CCN(c2ccc(Cl)cc2)CC1	1.0	-41.3	-0.3	18.9	4.2	-5.8	0.8	2.6	-6.5	0.8	0.8
COc1ccccc1OCC(O)Cn1nc(C)cc1C (stereo unspecified)	1.6	.	0.2	.	-0.5	2.5	.	-8.8	-3.1	.	.
O=C(NNC(=O)C1CC1c1ccccc1)c1cccc([N+](=O)[O-])c1 (stereo unspecified)	0.3	-11.6	-0.2	11.8	-0.2	0.2	1	-6.5	-5.0	0.9	1.2
COc1ccc(C2NC(=O)c3ccccc3O2)cc1OC (stereo unspecified)	1.0	5.0	-0.1	3.8	-1.4	.	1	-18.7	3.7	1	1
CCOc1cc2[nH]c(=O)n(CCCCC(=O)N3CCCCCC3)c(=O)c2cc1OCC	2.2	4.2	0.2	16.1	2.2	-2.8	0.9	6.0	-1.6	0.8	0.9
O=C(CSc1ccc(-c2ccccn2)nn1)c1ccc(F)cc1	-0.1	-2.8	0.0	58.1*	3.4	-8.6	0.4	10.6	22.9	0.4	0.4
CCOC(=O)CN1CC23C=CC(O2)C(C(=O)NCc2ccc(F)cc2)C3C1=O (stereo unspecified)	0.2	17.2	-0.2	-9.5	0.9	-1.9	1	8.9	-8.7	1.1	1
CCCCC(=O)Nc1cc(N(C)C)nc2ccccc12	0.1	4.4	0.0	2.6	0.1	-12.0	0.9	-13.5	26.8	1	0.9
O=C(CNC1=NCCC1)c1ccc(Cl)cc1	-0.4	-8.2	-0.4	15.1	1.5	-15.6	1	-15.9	1.9	0.8	0.6
CC(C)Oc1ccc(Cn2c(=O)sc3ccccc32)cc1	1.6	0.7	-0.4	24.2	1.9	.	0.9	2.6	8.9	0.8	0.9
Cc1cccc(OCc2nnc(SCC(=O)Nc3cccc(C(=O)N4CCOCC4)c3)o2)c1C	0.0	0.9	-0.3	4.0	3.5	3.2	0.8	3.6	-8.3	1	0.9

Filtered by structure, the entries above with a Cl atom (4)
SMILES	DTT redox prof	G6PDH counter	Hsp70 activator	Diaph inh CS	RAM network inh	S1P3 antagonist	PMI act	TLR4 MyD88 comp	L major viab	Diaphorase act	PMI act satM6P
Cc1cc(C)nc(SCC(=O)Nc2ncc(Cc3cccc(Cl)c3Cl)s2)n1	1.7	-13.3	-0.3	9.1	3.0	-17.5	0.8	-6.7	0.2	0.9	0.9
O=C1CCC(=O)N1CN(C(=O)c1ccco1)c1ccc(Cl)c(Cl)c1	-0.2	6.0	-0.3	-16.9	-0.5	.	1.2	6.1	-0.8	1.2	1.2
O=C(CSc1ccsc1[N+](=O)[O-])N1CCN(c2ccc(Cl)cc2)CC1	1.0	-41.3	-0.3	18.9	4.2	-5.8	0.8	2.6	-6.5	0.8	0.8
O=C(CNC1=NCCC1)c1ccc(Cl)cc1	-0.4	-8.2	-0.4	15.1	1.5	-15.6	1	-15.9	1.9	0.8	0.6

(list continues)
SMILES	DTT redox prof	G6PDH counter	Hsp70 activator	Diaph inh CS	RAM network inh	S1P3 antagonist	PMI act	TLR4 MyD88 comp	L major viab	Diaphorase act	PMI act satM6P
CCC1(c2cccc(Cl)c2)NC(=O)N(Cc2cc(C(=O)OC)c(C)o2)C1=O (stereo unspecified)	1.1	3.8	-0.1	7.8	1.8	9.5	1	-1.9	3.3	0.9	1
COc1cc2[nH]c3c(=O)n(CCN(C(C)C)C(C)C)cnc3c2cc1OC	0.0	-3.9	-0.3	-5.8	1.1	.	1	2.8	17.5	1.1	1
CCC(Sc1nc(C)cc(=O)[nH]1)C(=O)Nc1nnc(C)s1 (stereo unspecified)	-0.1	-14.0	0.0	14.5	-0.5	14.1	0.9	5.7	-4.4	0.9	1
O=C(NCc1ccc2c(c1)OCO2)c1ccncc1	-2.4	-2.9	-0.1	8.0	0.0	-8.9	1.1	-4.1	-9.6	0.9	1
COc1cc(C(=O)NC(=S)N(C)Cc2ccccc2)cc(OC)c1OC	-0.8	1.0	0.1	-9.2	3.1	-8.5	1.1	-5.4	-10.7	1.1	0.9
O=C(Nc1nc(-c2ccccn2)cs1)c1ccco1	-0.9	28.0	2.8	27.7	-0.1	-5.1	0.6	7.9	99.7*	0.7	0.6
C/C(N)=C(/C#N)C(=O)COC(=O)CCCNC(=O)c1ccc(Cl)cc1	0.1	0.8	-0.1	-0.2	5.3	-5.4	1.1	-7.6	0.0	1	1
CC(=O)c1cccc(NC(=O)C2CCN(S(=O)(=O)c3ccc(F)cc3)CC2)c1	1.6	5.5	-0.2	14.3	-0.3	-37.5	1	-2.0	1.6	0.9	1
O=C(c1ccco1)N1CCN(CCCCOc2ccc(F)cc2)CC1	0.7	-2.0	-0.2	6.5	0.1	4.7	1	6.0	90.9*	0.9	1
Oc1ccc(CNc2ccccc2F)c2cccnc12	8.1	20.4	-0.3	88.9*	1.2	-5.1	0.5	-6.9	73.1*	0.1	0.3
Cc1ccc(C)c(C(=O)OCC(=O)Nc2ccc(N3CCOCC3)cc2)c1	-0.8	3.7	-0.2	-4.9	3.1	3.4	1.1	-4.8	-3.9	1	1
COCCCNS(=O)(=O)c1ccc(S(=O)(=O)N2CCCC2)cc1	-1.5	8.9	0.0	-14.7	-1.4	.	1	1.6	1.6	1.1	1.1
CC(=O)NC1=C(N(C)C2CCS(=O)(=O)C2)C(=O)c2ccccc2C1=O (stereo unspecified)	-0.6	47.2	-0.3	62.0*	0.6	2.4	0.6	-22.4	18.8	0.4	0.6
COc1ccc(C2=[N+]([O-])C(C)(C)N(O)C2(C)C)cc1	-0.9	11.6	-0.1	13.4	2.3	.	1	2.3	-3.0	0.9	1
O=C(CO)N/N=C/c1cccc(Cl)c1Cl	-0.2	11.6	0.1	13.4	1.9	-8.1	1	4.1	-8.1	0.9	1
C/C(CC(=O)Nc1ccc(Cl)c(Cl)c1)=N\NC(=O)C(=O)N1CCCCC1	0.0	5.1	-0.2	0.3	1.4	-9.0	1	-8.3	-4.5	1	1.1
CCOC(=O)c1c(C)[nH]c(C(=O)COC(=O)C2(C)CC2(Cl)Cl)c1C (stereo unspecified)	0.4	8.9	-0.1	18.4	3.4	.	0.9	-12.1	12.8	0.8	0.9
Cc1nnc(NC(=O)CSc2n[nH]c(-c3ccccc3)n2)s1	-0.3	15.2	0.1	19.5	-0.1	-16.6	1	4.3	-5.0	0.8	1
Cc1cccc(OCC(=O)N/N=C2/SCC(=O)N2Cc2ccco2)c1	12.1	2.2	-0.3	19.4	1.9	-11.8	0.9	-16.6	-4.0	0.8	1
N#C/C(=C/c1ccc(C(=O)O)cc1)C(=O)Nc1ccccc1	-0.9	4.1	-0.2	10.5	2.8	-10.3	1.1	-3.4	-5.3	0.9	1
CCCN(C(=O)Cc1nc(N)n[nH]1)C1(C(=O)Nc2c(C)cccc2C)CCCCC1	0.1	-7.6	-0.1	12.2	2.2	-18.8	0.9	-10.8	-1.5	0.9	0.9
O=C(CSc1nc2ccccc2s1)Nc1cc(S(=O)(=O)N2CCOCC2)ccc1Cl	0.1	-15.7	-0.4	24.9	5.4	14.2	1.2	-12.0	0.6	0.8	1.6
CCOC(=O)CCSc1nc2c(c(C(F)(F)F)c1C#N)CCC2	0.0	-4.4	-0.2	14.6	-0.1	-15.3	0.9	7.3	-7.3	0.9	0.9
CN(Cc1ccon1)Cc1cn(Cc2ccccc2)nc1-c1ccc2c(c1)OCO2	-1.0	9.6	-0.3	25.2	-0.3	1.2	0.8	3.6	7.7	0.7	0.8
CC1(C)Cc2nc3sc4c(SCC(=O)NCc5ccco5)ncnc4c3cc2CO1	5.9	4.1	-0.1	15.6	0.1	-50.4	0.9	-0.8	6.5	0.8	1.1
O=C1C2C3C=CC(CC3)C2C(=O)N1c1ccc2c(c1)OCO2 (stereo unspecified)	-0.9	1.4	0.0	2.3	4.4	.	1.5	-12.6	-7.0	1	1.8
NC(=O)c1c(N)sc2c1CCCC2	-2.3	11.0	-0.2	24.5	0.3	2.7	1	1.2	-4.9	0.8	0.9
